# PGC1a acetyl inh – modulators of PGC1a acetylation | U2OS PGC1a acetylation, AlphaScreen anti-acetyl-lysine; with virally co-expressed GCN5 acetyltransferase | inhibition, % at 15.6 µM | 350,000 compounds, 0.17% hits | AID 651687;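 active means every replicate shows inhibition of at least 40%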;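 further: 0% = neutral control wells and 100% = positive control wells; some results beyond the cut were filed as inactive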
# EWS-Fli inh – blocks EWS/Fli oncoprotein-driven transcription. A673 NR0B1-luciferase reporter, viability-normalised. inhibition, % at 12.6 µM. 350,000 compounds, 0.67% hits. AID 651661;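 active means mean inhibition of at least 50% after viability correction, with every replicate also passing that limit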;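 further: firefly luciferase signal divided by Alamar Blue viability fluorescence both relative to DMSO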
# ERAP1 inh – blocks human ERAP1 aminopeptidase activity | recombinant ERAP1, Leu-AMC fluorescence, 60 min | inhibition, % at 10.7 µM | 340,000 compounds, 0.15% hits | AID 652197;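 active means mean replicate inhibition of at least 30%, or all replicates individually reaching that 30% level; inactive means mean below 30% and not every replicate reaching it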;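 further: 0% = neutral control wells and 100% = L-leucinethiol positive control wells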
# Target sequence (Q9NZ08 whole entry, looked up): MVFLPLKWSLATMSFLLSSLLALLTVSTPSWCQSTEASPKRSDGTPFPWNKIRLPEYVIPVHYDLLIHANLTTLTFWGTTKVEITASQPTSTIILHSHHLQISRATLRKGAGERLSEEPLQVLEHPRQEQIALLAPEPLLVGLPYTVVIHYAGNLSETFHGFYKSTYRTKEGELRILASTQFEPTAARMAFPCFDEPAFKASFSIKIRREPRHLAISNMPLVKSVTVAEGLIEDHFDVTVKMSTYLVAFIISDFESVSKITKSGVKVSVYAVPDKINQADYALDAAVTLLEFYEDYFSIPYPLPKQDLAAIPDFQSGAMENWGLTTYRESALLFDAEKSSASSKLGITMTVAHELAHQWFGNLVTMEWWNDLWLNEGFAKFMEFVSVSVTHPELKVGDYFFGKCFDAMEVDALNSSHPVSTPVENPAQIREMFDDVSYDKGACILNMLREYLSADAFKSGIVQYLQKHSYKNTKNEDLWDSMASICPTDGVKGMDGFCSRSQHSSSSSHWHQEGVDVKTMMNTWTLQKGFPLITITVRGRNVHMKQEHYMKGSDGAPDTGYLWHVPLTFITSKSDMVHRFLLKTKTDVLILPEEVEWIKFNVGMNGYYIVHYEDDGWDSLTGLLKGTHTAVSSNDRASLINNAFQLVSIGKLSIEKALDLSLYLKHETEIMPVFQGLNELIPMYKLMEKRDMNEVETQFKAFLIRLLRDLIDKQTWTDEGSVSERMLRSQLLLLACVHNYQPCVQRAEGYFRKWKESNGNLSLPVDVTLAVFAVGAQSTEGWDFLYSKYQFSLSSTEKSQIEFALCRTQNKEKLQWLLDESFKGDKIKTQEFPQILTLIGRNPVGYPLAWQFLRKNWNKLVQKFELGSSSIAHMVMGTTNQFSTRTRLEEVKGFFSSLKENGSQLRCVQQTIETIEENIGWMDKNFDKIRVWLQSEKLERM
# PglD DTNB – inhibitors of Campylobacter jejuni PglD acetyltransferase; purified PglD enzyme, DTNB colorimetric CoA detection; inhibition, % at 12.5 µM; 360,000 compounds, 0.098% hits; in the data active means inhibition above about 16%, passing the limit was not always enough; further: strong numbers were not always called active
# PAX8 inh HTS – lowers PAX8-driven luciferase in RMG-I cells; RMG-I TPO-luciferase reporter, SteadyGlo, 24 h; inhibition, % at 12.6 µM; 360,000 compounds, 1.2% hits;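 active means mean replicate inhibition at least 60% with every replicate also reaching 60%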;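 further: luciferase light reporting Pax8 driven TPO promoter activity; plate controls were median of neutral control wells for no effect and mitoxantrone controls for full effect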
# S100A4 inh HTS – inhibitors of human S100A4 binding to myosin IIA peptide. 360,000 compounds, 0.14% hits. inhibition, % at 10.7 µM. AID 652163. P26447. S100A4/TAMRA-MyoIIA peptide fluorescence polarization;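 active means mean inhibition of at least 70% across replicates, with every replicate also reaching that level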
# Target sequence (P26447 whole entry, looked up): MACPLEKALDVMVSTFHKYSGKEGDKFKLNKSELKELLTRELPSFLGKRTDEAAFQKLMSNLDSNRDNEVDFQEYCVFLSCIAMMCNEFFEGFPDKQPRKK
#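 Material: S100A4 monomer protein | Medium: HEPES pH 7.2 with CaCl2, KCl, NaCl, DTT, Triton | Reagent: Labelled myosin peptide probe, 5 nM | Doses: One dose per compound | Times: 5 min incubation before reading | Benchmarks: Neutral control DMSO, positive control TFP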
# LGR2 antag – inhibitors of bursicon-induced Drosophila LGR2 receptor cAMP signaling; HEK293 LGR2, CRE-luciferase, bursicon-stimulated, 4 h; inhibition, % at 9.99 µM; 380,000 compounds, 0.35% hits; AID 720647;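 active means drop in luminescence signal, shown as inhibition above about 50% in the replicate tests, limit read from the data, passing the limit was not always enough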;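 further: agonist challenge used bursicon conditioned medium at about half maximal strength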
# FN deposit inh – fibronectin deposition inhibition; inhibition, % at 12.6 µM; 350,000 compounds, 0.086% hits; AH1F fibroblasts, Alexa488-fibronectin deposition fluorescence, overnight;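 active means mean inhibition across replicates of 30% or more, regardless of how many single replicates reach that level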;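 further: positive control wells lacked labelled fibronectin entirely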
#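 Material: AH1F fibroblast monolayer depositing Alexa488-labelled fibronectin into matrix / Amount: 10000 AH1F cells per well / Signal: fluorescence 485/525 nm / Medium: DMEM, 2% serum / Compound: single dose, pinned / Incubation: 1 h cell adhesion before compound, then overnight fibronectin incubation / Reagent: Alexa488-FN, 24 nM final / Read-out: inhibition of fibronectin deposition signal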
# * marks the source's active call; other numbers are inactive results; / = no result given.
SMILES,PGC1a acetyl inh,EWS-Fli inh,ERAP1 inh,PglD DTNB,PAX8 inh HTS,S100A4 inh HTS,LGR2 antag,FN deposit inh
Cc1cccc(S(=O)(=O)N2CCCCN3[C@@H](CO)[C@@H](c4ccc(C#CC5CC5)cc4)[C@@H]3C2)c1,1,12,4,-4,5,-6,21,/
COc1ccc(C(=O)NC(=S)Nc2ccc(CN3CCOCC3)cc2)cc1OC,4,-8,0,4,15,0,1,-9
Cc1c(C)n2c(SCC(=O)N3CCCCC3)nnc2[nH]c1=O,7,1,-1,/,-28,-15,-7,7
O=C(NC(Cc1ccccc1)C(=O)O)/C(=C/c1ccc([N+](=O)[O-])cc1)NC(=O)c1ccccc1Br (stereo unspecified),/,0,-4,/,-8,2,-5,10
COCc1nnc(SCC(=O)NC(C)c2ccccc2)n1-c1ccccc1 (stereo unspecified),4,/,1,5,/,-3,22,/
COc1ccc(Br)cc1CN1CCN(C(=O)c2cccc(OC)c2OC)CC1,0,4,-1,7,/,-2,-1,/
COc1ccc(CN2C(=NC(=O)CCc3ccccc3)SC3CS(=O)(=O)CC32)cc1 (stereo unspecified),-2,14,-4,-4,2,-1,-8,-6
COc1cc(CN2CCC(C(=O)NC(c3ccccc3)c3ccsc3)CC2)cc(OC)c1 (stereo unspecified),-8,3,-1,-6,10,8,6,/
Cc1ccc(C)c(OCC(=O)NCCNC(=O)COc2cc(C)ccc2C)c1,1,/,/,-8,19,/,/,4
O=C/C(=C\Nc1ccccn1)c1nc2cc(Cl)ccc2o1,5,/,-2,-2,-38,-5,/,-31
COc1ccc(C)cc1NC(=O)C1CCN(S(=O)(=O)c2ccc3c(c2)C(C)(C)C(=O)N3C)CC1,11,10,4,/,1,-1,3,-7
CNC(=O)c1c(NC(=O)c2ccc(S(=O)(=O)N(C)c3ccccc3)cc2)sc2c1CCN(C(C)C)C2,/,/,-1,/,5,5,5,5
Cc1cnc(C(=O)OCc2nc3ccsc3c(=O)[nH]2)cn1,5,1,-1,0,-1,-3,-12,3
O=C(NCCC1=CCCCC1)c1cc(COc2ccc(F)cc2Cl)on1,-4,-4,3,3,1,-1,14,-11
COc1ccc(-c2n[nH]nc2C2=CC(=O)CC(C)(C)C2)cc1,9,5,-3,/,15,-1,16,6
C[C@H](CO)N1C[C@H](C)[C@@H](CN(C)S(=O)(=O)c2ccccc2)OCCCC[C@H](C)Oc2ccc(NC(=O)Nc3ccc4c(c3)OCO4)cc2C1=O,-16,13,0,2,4,-9,8,-15
O=C(Cc1ccccc1)N1C[C@H]2[C@@H](c3ccccc31)[C@@H](CO)N2C(=O)c1ccc(F)cc1,-5,-4,1,-1,11,9,-11,/
Cc1nnc(SCc2nc3sc4c(c3c(=O)[nH]2)CCCC4)[nH]c1=O,7,5,-2,/,-12,-24,28,-7
COc1ccc(NC(=O)Nc2ccc3c(c2)CC(=O)N([C@H](C)CO)C[C@@H](C)[C@H](CN(C)S(=O)(=O)c2ccc(C)cc2)O3)cc1,2,-10,-3,/,9,0,-3,/
O=C(COc1nsnc1N1CCOCC1)N/N=C/c1ccccc1O,/,4,1,/,58,2,5,0
c1ccc(Cn2c(-c3ccccc3)c[n+]3c2SCCC3)cc1,/,-14,0,0,23,8,-1,-8
CCn1cc(C(=O)NCCC(=O)NCCCO)c(=O)c2cc3c(cc21)OCO3,-4,-6,1,-1,-6,-2,-6,4
Cn1c(CNC(=O)c2ccc(F)cc2)nc2ccccc21,-9,1,-1,0,3,0,-2,0
Cc1cccc(N2CCN(C(=O)C3(S(=O)(=O)c4ccc(Cl)cc4)CC3)CC2)c1C,-10,0,/,/,13,-3,4,-2
C[C@@H]1CN([C@@H](C)CO)C(=O)c2cc(NC(=O)NC3CCCCC3)ccc2O[C@@H](C)CCCCO[C@H]1CN(C)C(=O)Cc1ccccc1,-11,7,/,3,-6,/,-9,/
O=c1[nH]c(C2CCN(S(=O)(=O)c3cccc(C(F)(F)F)c3)CC2)nc2c1nnn2Cc1cccc(F)c1,-6,22,-7,1,39,-7,-1,0
CCc1nc2c(OCc3ccc(F)c(F)c3)cccn2c1N(C)C(=O)c1ccncc1,-4,3,1,1,-12,-11,-10,0
Cc1ccc(NS(=O)(=O)c2csc(C(N)=O)c2)cc1C,4,-12,1,-4,19,3,-4,-5
Cc1cc(CN2CCCCC2)oc1C(=O)O,/,10,8,/,/,-3,8,/
Cc1ccc(C(=O)OCC(=O)Nc2sc3c(c2C#N)CCCC3)cc1NC(=O)c1ccco1,-14,/,/,4,-6,/,/,0
O=S(=O)(c1ccc(F)cc1)N1CCN(Cc2cc3c(cc2Br)OCCO3)CC1,-12,1,0,3,2,-1,-9,5
CC(C)c1cn(CC[C@@H]2CC[C@@H](NC(=O)C3CC3)[C@H](CO)O2)nn1,10,2,-5,-7,5,0,2,-1
C[C@@H]1CN([C@H](C)CO)C(=O)c2cc(NS(=O)(=O)c3ccccc3)ccc2O[C@H]1CN(C)C(=O)Nc1ccc(F)cc1,6,/,3,3,0,4,-18,/
COc1ccccc1CN1C[C@@H](C)[C@H](OC)CN(C)C(=O)c2cc(NC(C)=O)ccc2OC[C@@H]1C,11,2,/,-2,-10,-18,-7,28
CC/C(O)=C1\C(=O)CC(c2ccccc2)CC1=NCCc1c(C)[nH]c2ccc(C)cc12 (stereo unspecified),/,9,5,1,-5,-6,8,-3
O=C(NCc1ccccc1)[C@H]1CCCN1C(=O)[C@H]1CCCN1C(=O)N1CCOCC1,/,-13,0,/,-10,-5,9,0
C=CCSc1n[nH]c(=O)n1-c1cccc(C(F)(F)F)c1,-7,-51,/,-7,-12,1,-9,-1
NC(=O)CCN1CCN(C(=O)c2ccc3nc(Cc4cccc(Cl)c4)oc3c2)CC1,0,-3,-1,2,3,1,5,8
O=C(NCc1ccc2c(c1)OCO2)[C@H]1[C@H](CO)[C@H]2Cn3c(cccc3=O)[C@@H]1N2Cc1cncnc1,/,-3,-4,1,0,8,-8,-4
C=CCn1c(SCC(=O)Nc2nnc(CC)s2)nnc1-c1ccncc1,1,1,-3,-2,6,-1,-3,/
COc1ccc(Cl)cc1NC(=O)N1CCC(C)CC1,/,-22,1,/,7,8,3,-6
COCCCNC(=S)Nc1ccc2nc3n(c(=O)c2c1)CCCCC3,16,3,-2,/,-3,-1,-12,/
CCCNC(=O)N1CCC2(CC1)CN(C(=O)COC)[C@@H](CO)c1[nH]c3cc(OC)ccc3c12,4,5,3,/,/,0,11,3
Cc1ccccc1NC(=O)Nc1ccc2c(c1)C(=O)N(C)[C@H]1CC[C@H](CC(=O)NCC3CC3)O[C@@H]1CO2,-2,-5,3,-2,7,17,7,2
CC(C)CC#Cc1ccc2c(c1)O[C@H](CN(C)Cc1ccccc1F)[C@H](C)CN([C@H](C)CO)S2(=O)=O,-3,17,0,1,/,0,17,9

# 5 compounds drawn at random from the list so far:
SMILES,PGC1a acetyl inh,EWS-Fli inh,ERAP1 inh,PglD DTNB,PAX8 inh HTS,S100A4 inh HTS,LGR2 antag,FN deposit inh
CC(C)c1cn(CC[C@@H]2CC[C@@H](NC(=O)C3CC3)[C@H](CO)O2)nn1,10,2,-5,-7,5,0,2,-1
O=S(=O)(c1ccc(F)cc1)N1CCN(Cc2cc3c(cc2Br)OCCO3)CC1,-12,1,0,3,2,-1,-9,5
Cc1ccccc1NC(=O)Nc1ccc2c(c1)C(=O)N(C)[C@H]1CC[C@H](CC(=O)NCC3CC3)O[C@@H]1CO2,-2,-5,3,-2,7,17,7,2
C[C@@H]1CN([C@H](C)CO)C(=O)c2cc(NS(=O)(=O)c3ccccc3)ccc2O[C@H]1CN(C)C(=O)Nc1ccc(F)cc1,6,/,3,3,0,4,-18,/
COc1ccc(Cl)cc1NC(=O)N1CCC(C)CC1,/,-22,1,/,7,8,3,-6

# The list goes on:
SMILES,PGC1a acetyl inh,EWS-Fli inh,ERAP1 inh,PglD DTNB,PAX8 inh HTS,S100A4 inh HTS,LGR2 antag,FN deposit inh
CCCn1c(=O)c2ccccc2n2c(SCCOc3ccccc3)nnc12,0,4,1,-7,/,3,-23,/
COc1cccc(-c2cn(CC[C@@H]3CC[C@H](NC(=O)CC4CC4)[C@@H](CO)O3)nn2)c1,-14,-3,1,-35,-7,10,3,-6
COc1ccc(NC(=O)[C@H](C)NC(=O)C2CCN(S(=O)(=O)c3ccc(C)cc3)CC2)cc1OC,-7,2,0,-5,16,-2,7,-2
O=C(O)C1=CC[C@@H](c2ccc(Cl)cc2)N(S(=O)(=O)c2ccc(Cl)cc2)[C@H]1c1ccc(Br)cc1,-2,-13,8,0,7,-3,-13,-1
O=c1c(C/C=C/c2ccccc2)c(O)ccn1CCc1c[nH]c2ccccc12,/,10,/,-1,14,16,1,1
Cc1ccc(OCC(=O)NCC(=O)Nc2ccc(F)c(F)c2F)c([N+](=O)[O-])n1,/,-10,6,/,-1,1,2,-4
CC(=O)c1ccc(Sc2ccccc2)cc1,0,/,/,-7,-38,/,/,5
CC1CCN(C(=O)Cn2c(=O)n(CCCC(=O)NCc3ccco3)c(=O)c3sccc32)CC1,/,0,-3,3,-4,1,9,10
CS(=O)(=O)N(CC(=O)N1CCCC1)c1ccc(Cl)cc1,6,3,-3,5,1,0,10,-13
COc1ccc(N2CCN(CCNC(=O)Nc3ccc([N+](=O)[O-])cc3OC)CC2)cc1,5,1,5,4,12,2,0,-6
O=S(=O)(c1ccc2nc(Nc3ccccc3)ccc2c1)N1CCCCC1,-14,8,1,-1,36,-5,15,-15
CCOC(=O)[C@]12CCCC=C1N(CCC1=CCCCC1)C(=O)[C@H](CC(=O)NCCCCc1ccccc1)C2,/,8,-1,/,20,-5,8,1
CCOc1c(Br)cc(C2CC(=O)Nc3cc(OC)c(OC)cc32)cc1OC (stereo unspecified),9,9,3,3,-5,-3,-2,-4
O=C(Cc1cccs1)NCc1ccncc1,5,5,7,2,/,6,-3,/
COc1ccc(NC(=O)Nc2ccc3c(c2)C(=O)N([C@@H](C)CO)C[C@H](C)[C@H](CN(C)Cc2ccc(Oc4ccccc4)cc2)O3)cc1,-1,-5,-6,2,-30,-10,-6,/
COc1ccc(Cl)cc1NC(=O)c1[nH]c(C)c(C(C)=O)c1C,/,1,0,1,28,-3,12,1
CCC(=O)N1C[C@H](C)[C@@H](OC)CN(C)C(=O)c2cc(NS(=O)(=O)CC)ccc2OC[C@H]1C,-8,1,2,6,4,7,-18,-10
CCOC(=O)Cc1nc2nc(C)cc(C)n2n1,1,7,3,-4,9,-3,26,/
Cc1ccc(C)c(N2C(=O)CC(Cc3ccccc3)C2=O)c1 (stereo unspecified),/,-6,1,2,-2,-8,20,1
COC(=O)c1c(-c2cccc(OC)c2)csc1N,7,-5,-2,0,-3,-3,4,-1
Cn1cnc(CCNC(=O)C[C@@H]2CC[C@H]3[C@@H](COC[C@H](O)CN3C(=O)C3CCCC3)O2)c1,4,-9,0,-1,-5,-23,14,-4
CCCc1cc(=O)oc2c3c(cc(OCC(=O)NCc4ccccn4)c12)OC(C)(C)CC3,6,35,/,-4,/,-13,/,/
Cc1cc2oc(=O)cc(CN3CCc4ccccc43)c2cc1Cl,4,/,4,-1,/,0,/,/
Cc1ccc(=O)n(C(C(=O)NCc2ccco2)C(=O)c2ccc(F)cc2)c1 (stereo unspecified),0,/,/,1,7,/,/,-3
CN(C)C(=O)C[C@@H]1C=C[C@@H](NC(=O)c2ccc(F)cc2)[C@@H](CO)O1,-5,/,0,2,/,4,-5,8
CCOC(=O)CCNC(=O)N1CCCC(C(=O)c2cccc(Cl)c2)C1 (stereo unspecified),-10,-3,-2,0,-20,10,-10,/

# Compound activity (PubChem)
